# Assay outcomes deposited in PubChem by PCMD.
# FXIa inh – blocks human coagulation factor XIa activity; inhibition, % at 10 µM; hit rate 0.3% among 33,000; AID 687; purified human FXIa, fluorogenic AMC substrate cleavage; P03951;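 active = inhibition above 40% in the primary screen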;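 note: 0% = enzyme without compound and 100% = blank wells lacking enzyme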
# FXIIa single – blocks human coagulation factor XIIa activity; P00748; purified human FXIIa, AMC substrate fluorescence, 2 h; inhibition, % at 10 µM; hit rate 0.2% among 33,000; in the data active = inhibition above about 30%;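 note: 0% = enzyme with vehicle only and 100% = no enzyme blank; many of its hits are not listed in these tables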
# Target sequence (P00748 20-372 limits assumed): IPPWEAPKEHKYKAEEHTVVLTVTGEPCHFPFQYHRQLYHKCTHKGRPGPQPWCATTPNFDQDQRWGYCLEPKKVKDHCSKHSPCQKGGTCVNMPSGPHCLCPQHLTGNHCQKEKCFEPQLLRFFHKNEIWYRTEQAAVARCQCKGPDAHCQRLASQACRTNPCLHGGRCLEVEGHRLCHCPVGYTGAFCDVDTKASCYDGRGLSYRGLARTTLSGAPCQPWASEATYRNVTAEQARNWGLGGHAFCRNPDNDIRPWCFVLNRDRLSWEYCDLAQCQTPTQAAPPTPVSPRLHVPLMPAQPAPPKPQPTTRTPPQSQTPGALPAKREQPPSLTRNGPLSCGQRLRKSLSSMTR
# Target sequence (P00748 373-615 limits assumed): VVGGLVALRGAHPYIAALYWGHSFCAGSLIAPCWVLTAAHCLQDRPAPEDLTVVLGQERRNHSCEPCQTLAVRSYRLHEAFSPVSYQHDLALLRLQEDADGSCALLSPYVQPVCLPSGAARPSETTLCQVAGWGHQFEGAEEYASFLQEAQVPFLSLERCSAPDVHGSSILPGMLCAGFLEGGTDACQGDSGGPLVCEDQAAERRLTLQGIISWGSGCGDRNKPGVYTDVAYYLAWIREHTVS
# An asterisk follows results filed as active. This is a subset. The share of hits here may be higher or lower than overall.
SMILES,FXIa inh,FXIIa single
CCN1C2=C(C(=O)CCC2)C(c2ccc(O)cc2)C2=C1CCCC2=O,-1,3
O=C(Oc1ccc2c(c1)C(=O)c1ccccc1CO2)c1ccccc1,12,8
Cc1ccc(NC2c3ccccc3C(=O)N2CCN2CCOCC2)cc1 (stereo unspecified),8,7
O=C(Cn1ncc2c(=O)oc3ccccc3c21)NCCc1ccsc1,9,9
CCCCn1c(SCC(=O)c2ccc(OC)cc2OC)nc2cc(S(N)(=O)=O)ccc21,5,5
CCNC(=O)c1sc(-c2ccccc2)nc1C,-6,4
CN(Cc1ccccc1)C(=O)CN1C(=O)C2C3C=CC(C3)C2C1=O (stereo unspecified),-11,8
COc1ccc(C(=O)N2CCN(c3cccc(Cl)c3)CC2)cc1,-5,1
O=C(c1nc2n(n1)C(c1ccc(Cl)cc1)C=C(c1ccccc1)N2)N1CCOCC1 (stereo unspecified),-1,7
CCN1CCN(C(=O)Nc2cccc(C(F)(F)F)c2)CC1,3,7
O=C(NC1CC1)C1=NOC(CNc2ncc(C(F)(F)F)cc2Cl)C1 (stereo unspecified),8,2
Cc1ccccc1Nc1nc(Nc2ccccc2C)nc(SC2=NCCS2)n1,1,-4
COC(=O)CP(=O)(c1ccccc1)c1ccccc1,5,4
COc1ccc2oc(C)c(NC(C)=O)c2c1,-1,0
COCCNC(=O)c1ccccc1NC(=O)COc1ccccc1,0,10
Cc1cc(C)cc(NC2=CC(=O)CC(c3ccco3)C2)c1 (stereo unspecified),-11,2
O=C(CSCc1ccccc1)Nc1ccc2c(c1)OCO2,8,4
Cc1cc(C)c(NC2=CC(=O)CC(C)(C)C2)c(C#N)c1,1,-8
CCC1=NN2C(=N)/C(=C\c3ccc(SCc4ccco4)o3)C(=O)N=C2S1,12,7
Cc1ccc(CNC(=O)c2ccccc2N)cc1,-6,-4
CCCn1nnnc1SCC(=O)NCc1cccs1,4,4
CCOCC(=O)Nc1nc2ccc(C)cc2s1,0,1
Cn1nnnc1SCC(=O)Nc1nc(-c2ccccc2)c(-c2ccccc2)o1,-3,3
Cc1ccc(C)c(N2CCN(C(=O)Cc3cn(C)c4ccccc34)CC2)c1,-6,6
Cc1cc2cc(CNC(=O)c3ccc(S(=O)(=O)N4CCOCC4)cc3)ccc2n1C,4,18

# Reprinted at random: four compounds from above.
SMILES,FXIa inh,FXIIa single
CCOCC(=O)Nc1nc2ccc(C)cc2s1,0,1
Cc1ccc(CNC(=O)c2ccccc2N)cc1,-6,-4
O=C(Oc1ccc2c(c1)C(=O)c1ccccc1CO2)c1ccccc1,12,8
Cc1ccccc1Nc1nc(Nc2ccccc2C)nc(SC2=NCCS2)n1,1,-4

# Six of the entries above in order of their number in FXIIa single, ascending:
SMILES,FXIa inh,FXIIa single
Cc1cc(C)cc(NC2=CC(=O)CC(c3ccco3)C2)c1 (stereo unspecified),-11,2
CCNC(=O)c1sc(-c2ccccc2)nc1C,-6,4
CCCCn1c(SCC(=O)c2ccc(OC)cc2OC)nc2cc(S(N)(=O)=O)ccc21,5,5
Cc1ccc(C)c(N2CCN(C(=O)Cc3cn(C)c4ccccc34)CC2)c1,-6,6
CCN1CCN(C(=O)Nc2cccc(C(F)(F)F)c2)CC1,3,7
Cc1cc2cc(CNC(=O)c3ccc(S(=O)(=O)N4CCOCC4)cc3)ccc2n1C,4,18

# (listing goes on)
SMILES,FXIa inh,FXIIa single
CCOc1ccc(CNc2nc3ccccc3n2CCN2CCOCC2)cc1,0,7
CCn1c(SCC(=O)N2CCCCC2C)nc2ccsc2c1=O (stereo unspecified),-6,9
O=c1c2cnn(-c3ccccc3)c2ncn1Cc1ccco1,-6,4
O=C(COc1cc(Cl)ccc1Cl)Nc1nnc(CC(=O)N2CCOCC2)s1,0,5
COc1ccc2cc([C@H](C)C(=O)O)ccc2c1,2,-4
CCn1c(SCC(=O)N2CCN(c3ccc(F)cc3)CC2)nnc1-c1ccncc1,-3,4
COC(=O)CSc1nc2c(c(=O)n(C)c(=O)n2C)n1CCCc1ccccc1,4,0
COc1ccc(OC)c(S(=O)(=O)n2ccnc2C)c1,0,10
COc1ccc(S(=O)(=O)Nc2cc(OC)c(NC(=O)c3ccco3)cc2OC)cc1,-4,4
O=C(Nc1ccc2c(c1)OCCO2)c1c(F)cccc1F,8,4
COc1ccc(-c2noc(CCC(=O)Nc3cc(Cl)c(OC)cc3OC)n2)cc1,1,5
O=C(COC(=O)COc1ccc(Cl)cc1)NC1CCCCC1,2,6
CC(C)Oc1ccc(C(=O)NC2CCCCC2)cc1,-5,3
CCCCCCc1cc2cc(C(N)=O)c(=N)oc2cc1O,-11,-10
C[N+](C)(C)CCOP(=O)(O)OP(=O)([O-])OC[C@H]1O[C@@H](n2ccc(N)nc2=O)[C@H](O)[C@@H]1O,-1,6
Cc1nc2nc[nH]n2c(=O)c1NC(=O)c1c(-c2ccccc2Cl)noc1C,-2,8
COc1ccc(/C=N/c2c(-c3ccc(OC)cc3)nc3n2CCS3)cc1,2,6
O=S(=O)(NCc1ccco1)c1ccc(S(=O)(=O)N2CCCCC2)cc1,0,5
COCCCn1c(-c2ccccc2Cl)n[nH]c1=S,4,8
O=c1c2c(-c3cccs3)csc2ncn1-c1ccccc1,-4,3
CCn1c(CCNC(=O)c2cccs2)nnc1SCC(=O)Nc1nc(-c2ccccc2)cs1,-7,1
CCOC(=O)c1cc2occc2n1CCCN1C(=O)c2ccccc2C1=O,4,5
CC1Cc2ccccc2N1C(=O)CN1C(=O)CN(C)C(=O)c2ccccc21 (stereo unspecified),1,-8
O=C(CSc1nc2c(sc3ccccc32)c(=O)n1CCCN1CCCC1)NCC1CCCO1 (stereo unspecified),-1,10
CCCCOc1ccc(-c2nnc(-c3ccco3)o2)cc1,0,18
# (list continues)
SMILES,FXIa inh,FXIIa single
COc1ccc(Br)cc1CN1CCN(C(=O)c2cccc(OC)c2OC)CC1,4,7
CN(C)S(=O)(=O)N1CCN(C(=O)N2CCCCCC2)CC1,-9,0
CCOC(=O)c1nnn(CC(=O)Nc2cc(Cl)ccc2C)c1C(=O)OCC,4,4
COc1ccccc1-n1c(C)nc2cc(C(=O)O)ccc21,5,8
OCCN=C(c1ccccc1)C12CN3CN(CN(C3)C1)C2,2,-13
CCOc1ccccc1NC(=O)C1C2C=CC(C2)C1C(=O)O (stereo unspecified),1,3
COc1ccc(CCNS(=O)(=O)c2ccc3c(c2)OCCO3)cc1,0,9
CC(=O)N(C(C)=O)c1c(N2CCOCC2)c2ccccc2oc1=O,2,1
COc1ccc(N(CC(=O)N2CCc3ccccc32)S(=O)(=O)c2c(C)nn(C)c2C)cc1,-13,-11
CCCCOc1ccc(C(=O)NCc2ccccn2)cc1,1,3
CCn1c(SCC(=O)Nc2nc(-c3ccc(C)cc3)cs2)nnc1-c1ccccc1,-2,-3
O=c1c2c3nc4ccccc4nc3n(-c3cccc(F)c3)c2ncn1Cc1ccc2c(c1)OCO2,9,3
Cc1cc(NS(=O)(=O)c2ccc(NC(=O)C(C(C)C)N3C(=O)c4ccccc4C3=O)cc2)nc(C)n1 (stereo unspecified),-7,7
O=C(c1ccco1)N1CCN(c2nc(C3CC3)nc3c2nnn3Cc2ccccc2Cl)CC1,3,1
CCNc1ccc(C(=O)OCC)cc1NC(=O)c1cc(S(=O)(=O)N2CCOCC2)ccc1C,0,3
Cc1[nH][nH]c(=O)c1C(c1ccc(-c2ccc(Cl)cc2)o1)c1c(C)[nH][nH]c1=O,-9,20
CCN(Cc1ccccc1)S(=O)(=O)c1ccc(S(=O)(=O)N(Cc2ccccn2)Cc2ccco2)cc1,2,13
O=C(Nc1cccc2ccccc12)N1CC=CCC1,-3,-3
O=C(CN1CCOCCOCCN(CC(=O)Nc2ccccc2)CCOCC1)Nc1ccccc1,1,10
CCCn1c(N)nc2ccccc21,9,6
Cc1nn(Cc2ccc(Cl)cc2Cl)c(C)c1NC(=O)C1C2CCC(O2)C1C(=O)O (stereo unspecified),2,8
CCOC(=O)N1CCN(C(=O)CN(Cc2ccc(Cl)cc2)S(=O)(=O)c2ccccc2)CC1,5,6
COC(=O)c1coc(-c2ccc(C)cc2)c1C(=O)OC,-3,4
Cc1c(CCC(C)C)c(-n2ccnc2C)n2c(nc3ccccc32)c1C#N,1,2
CCN(C(=O)c1cc2ccccc2oc1=O)c1ccccc1,4,10
# The results go on.
SMILES,FXIa inh,FXIIa single
O=S(=O)(Nc1nc2c(s1)CCCC2)c1ccc(F)cc1,-7,4
O=C1CC(N2CCC(c3nc4ccccc4s3)CC2)C(=O)N1Cc1ccccc1 (stereo unspecified),-2,-2
O=S(=O)(NCCc1csc(-c2cccnc2)n1)c1ccc(Cl)s1,3,4
COc1ccc2nc(SCC(=O)Nc3ccccc3C#N)[nH]c2c1,-4,7
O=C1CC(c2ccccc2)Cc2nc3ncnn3cc21 (stereo unspecified),-3,3
Cc1sc2nc3ccc(N4CCCCC4)nn3c(=O)c2c1C,0,3
Cc1ccc(Cn2nnc3c(=O)[nH]c(C4CCCN(C(=O)Nc5ccc(F)cc5F)C4)nc32)cc1 (stereo unspecified),5,3
O=C1CSC(c2ccccn2)N1c1ccc(Cl)c(Cl)c1 (stereo unspecified),7,8
CCOc1ccccc1NC(=O)CN1CCC(NC(=O)c2ccccc2)CC1,-2,6
Cc1ccc(C(=O)N2CCN(c3ccc(C(F)(F)F)cn3)CC2)cc1,6,5
COc1cccc2c1OC1(C)CC2NC(=O)N1c1cccc(C(=O)Nc2ccc3c(c2)OCCO3)c1 (stereo unspecified),11,10
CCCCNc1ncnc2c1cnn2-c1ccccc1,-1,3
CCOc1ccc(C(=O)Nc2c3c(nn2-c2cccc(C)c2C)CS(=O)C3)cc1 (stereo unspecified),5,12
COc1ccc2oc(=O)c(C(=O)n3ccc(C)n3)cc2c1,-15,2
Cc1ccc(-c2nnc(OCCN3CCOCC3)c3ccccc23)cc1,1,4
CN1CCN(c2cc(=O)n(Cc3ccc(F)cc3)c(=O)[nH]2)CC1,7,4
Cc1ccc(SCCNC(=S)Nc2cc(C)ccc2C)cc1,-8,-11
COC(=O)c1cc(=O)n(Cc2ccc(OC)c(OC)c2)c(=Nc2ccc(F)cc2)s1,7,6
COc1ccccc1CNC(=O)C(CC(C)C)NS(=O)(=O)c1ccc2c(c1)oc(=O)n2C (stereo unspecified),9,4
O=C(CCn1[nH]c(=O)c2ccccc2c1=O)N1CCOCC1,-3,5
c1ccc(-c2nc(N3CCOCC3)c3ccccc3n2)nc1,-1,9
Cc1nn2c(c1-c1ccccc1)NC1=C(C(=O)CCC1)C2c1ccccc1 (stereo unspecified),0,-7
CCCn1cc(SCC(=O)NCc2ccc3c(c2)OCO3)c2ccccc21,4,3
CCCCC1(C)Nc2ccccc2-c2nc3ccccc3n21 (stereo unspecified),-19,-42
Cc1ccc(S(=O)(=O)NCCNC(=O)N2CCOCC2)cc1,-12,-14

# Gathered by group, the entries above with a CF3 group (3)
SMILES,FXIa inh,FXIIa single
CCN1CCN(C(=O)Nc2cccc(C(F)(F)F)c2)CC1,3,7
O=C(NC1CC1)C1=NOC(CNc2ncc(C(F)(F)F)cc2Cl)C1 (stereo unspecified),8,2
Cc1ccc(C(=O)N2CCN(c3ccc(C(F)(F)F)cn3)CC2)cc1,6,5

# New compounds follow
SMILES,FXIa inh,FXIIa single
O=C1CCCc2c1[nH]c1ccc(Cl)cc21,0,0
CC(C)c1ccc(NC(=S)NCc2cccs2)cc1,7,6
C=CCNCc1cccn1-c1sc2c(c1C#N)CCCC2,-5,4
O=C1C=C(c2ccccc2)CC(c2cccs2)C1n1cnc([N+](=O)[O-])c1 (stereo unspecified),5,2
COc1ccccc1CCNC(=O)CCn1c(=O)oc2ccccc21,2,5
Cc1ccc(S(=O)(=O)CCC(=O)N2CCc3ccccc32)cc1,0,4
CC(C)(C)c1ccc(S(=O)(=O)n2c(CN3CCOCC3)nc3ccccc32)cc1,8,7
Cc1cc(NCCCn2ccnc2)n2nc(C)c(-c3ccc(Cl)cc3)c2n1,2,8
Cc1cc(C)cc(NC(=O)C2CCN(c3nc(C)cc(C)n3)CC2)c1,2,8
O=C(CCSc1ccccc1)Nc1ncccn1,3,6
COc1ccc(NS(=O)(=O)c2cccc3nsnc23)cc1OC,-8,7
COc1ccc(C2=NOC(C(=O)Nc3cccnc3)C2)cc1 (stereo unspecified),4,13
COc1ccc(-c2c(NC(=O)C(C)C)n(C)c3ccccc3c2=O)cc1,-3,2
CCOC(=O)c1[nH]c(C)c(C(=O)OCCN2C(=O)c3ccccc3C2=O)c1C,5,5
CC(OC(=O)c1nsc(Cl)c1Cl)C(=O)NC(C)(C)C (stereo unspecified),0,4
CCNC(=O)c1ccccc1NC(=O)c1cccc(S(=O)(=O)N2CCOCC2)c1,-4,-3
CCCn1c(=O)c2[nH]c(C3CCCC3)nc2n(CCC)c1=O,4,2
Cc1ccc(C2=[N+]([O-])C3(CCCCC/C3=N\NC(N)=S)N(O)C2(C)C)o1 (stereo unspecified),12,3
Cc1cc(N2CCCC2)nc(SCC(=O)c2ccccc2)n1,-1,6
CCOc1ccc(-c2nc(N)ncc2Oc2cccc(OC)c2)c(O)c1,-7,7
Cc1cc2n(n1)SC(Nc1cc(Cl)ccc1Cl)N2 (stereo unspecified),0,6
COc1ccc(C2C(C(C)=O)=C(O)C(=O)N2CCN(C)C)cc1OC (stereo unspecified),-2,0
CC(C)OC(=O)C(C)(C)Oc1ccc(C(=O)c2ccc(Cl)cc2)cc1,6,2
CCCn1c(C)cc(C(=O)COC(=O)c2c(C)nn(-c3ccccc3)c2C)c1C,1,6
Cc1ccc(CNC(=O)c2cn(C3CCCCC3)c(=O)c3c2c2ccccc2n3C)o1,7,6
Cc1oc(-c2ccccc2Cl)nc1CSCC(=O)NC1CCCC1,-4,21
Cc1ccn(CCSCC(=O)O)n1,-5,-12
COc1ccccc1OCC(=O)Nc1oc(-c2ccccc2)c(-c2ccccc2)c1C#N,-2,6
